Source: PubChem BioAssay
NTMT1 inh = Primary qHTS for Inhibitors of N-terminal methyltransferase 1 (NTMT1): MTaseGlo Assay | N-terminal Xaa-Pro-Lys N-methyltransferase 1 (Homo sapiens), Q9BV86 | NTMT1 MTase-Glo SAH luminescence, purified enzyme | Potency, µM (top dose mostly 114 µM), for the others: at the top dose activity change, negative = inhibition, most hits filed as inhibitors | 59,000 compounds, 2.5% hits | AID 1645870, 2021;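 also: potency is read from the fitted curve at half-maximal effect; plate controls were DMSO vehicle for no effect and no enzyme for full effect; nearly all actives have a fitted effect of over 65% in size; many of its hits are not listed in these tables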
GALK inhibitor = qHTS Assay for Inhibitors of Human Galactokinase (GALK): NCGC Sytravon Library Screen; P51570; recombinant GALK, Kinase-Glo ATP luminescence, 1 h; Potency, µM (top dose mostly 57.5 µM), inactives show at the top dose activity, negative = inhibition, hits mostly inhibitors; 44,000 tested, under 10 active; AID 1347072, 2019;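 also: plate controls were full GALK reaction for no effect and reaction lacking GALK for full effect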
Target sequence (P51570 whole entry, looked up): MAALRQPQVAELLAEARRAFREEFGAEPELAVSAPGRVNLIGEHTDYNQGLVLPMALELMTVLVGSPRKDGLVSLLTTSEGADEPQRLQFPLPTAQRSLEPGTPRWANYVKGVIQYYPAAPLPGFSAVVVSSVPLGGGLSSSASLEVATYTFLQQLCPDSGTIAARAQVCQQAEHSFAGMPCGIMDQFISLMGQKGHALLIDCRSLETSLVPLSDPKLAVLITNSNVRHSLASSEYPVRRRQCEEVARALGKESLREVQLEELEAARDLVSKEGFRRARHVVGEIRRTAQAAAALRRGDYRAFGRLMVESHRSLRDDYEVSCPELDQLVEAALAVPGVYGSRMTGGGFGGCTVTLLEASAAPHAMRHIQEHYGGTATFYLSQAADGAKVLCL
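5 nM GALK; 35 uM ATP; 100 uM D-galactose; 20 mM HEPES pH 8.0, 5 mM MgCl2, 60 mM NaCl, 1 mM DTT, 0.01% BSA; 1 h RT; Kinase-Glo Plus luminescence.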
B2AR arrestin ag = qHTS assay of beta-arrestin-biased ligands of beta2-adrenergic receptor: NCGC Sytravon Library Screen; AID 1347077, 2019; 44,000 tested, under 10 active; HTLA Tango cells, beta-arrestin recruitment, luciferase luminescence, 18 h; Potency, µM (highest dose often 46.1 µM), without a hit: top-dose activation, usual class: activators;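 also: potency is read from the fitted curve at half-maximal effect; 0% = DMSO and full agonism = EC100 isoproterenol or metaproterenol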
Target sequence (P07550 whole entry, looked up): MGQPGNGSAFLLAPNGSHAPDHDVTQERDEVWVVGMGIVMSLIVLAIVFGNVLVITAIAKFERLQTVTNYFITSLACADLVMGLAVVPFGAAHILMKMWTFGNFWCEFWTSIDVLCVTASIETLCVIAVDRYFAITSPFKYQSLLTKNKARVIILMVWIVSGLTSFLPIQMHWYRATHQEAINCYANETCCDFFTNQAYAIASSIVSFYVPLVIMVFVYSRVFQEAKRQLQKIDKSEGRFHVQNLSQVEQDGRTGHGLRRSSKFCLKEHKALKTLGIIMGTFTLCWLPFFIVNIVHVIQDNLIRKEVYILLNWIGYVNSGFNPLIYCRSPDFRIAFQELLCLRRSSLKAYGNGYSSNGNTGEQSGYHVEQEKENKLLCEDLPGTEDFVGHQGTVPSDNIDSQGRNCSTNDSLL
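Receptor–beta-arrestin recruitment read by tTA-responsive luciferase: compound titrations (up to 46 µM) incubated 18 h with Tango cells, then luminescent substrate 15 min at room temperature. Concentration-response fits classified by r2, efficacy and activity.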
p53null 39C kill = qHTS Screen for Compounds that Selectively Target Cancer Cells with p53 Mutations: Cytotoxicity of p53 Null Cells at the Nonpermissive Temperature; Potency, µM (titrated, usually from 46.1 µM), without a hit: at the top dose activity, negative = cell killing, most hits filed as cytotoxic; H1299 p53-null (neo) cells, 39C, ATPlite viability, 24 h; 55,000 compounds, 0.97% hits; AID 904, 2007;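 also: potency is read from the fitted curve at half-maximal effect; 0% = DMSO only and -100% = full killing by 100 µM tamoxifen; nearly all actives have a fitted effect of over 50% in size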
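Following overnight plating at 37C (600 cells/well), H1299-neo or H1299-p53A138V cells are dosed up to 46 uM. Incubation lasts 24 hr at 39C before ATP detection.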
PTAP-TSG101 blk = qHTS Validation Assay for Inhibitors of HIV-1 Budding by Blocking the Interaction of PTAP/TSG101: Sytravon Library Screen. 44,000 tested, under 10 active. Fluorescence polarization, FITC-PTAP peptide/Tsg101, 20 min. Potency, µM (doses to about 115 µM), for inactives: at the highest dose activity change, negative = inhibition, actives largely listed as inhibitors. Tumor susceptibility gene 101 protein (Homo sapiens), Q99816; also: potency is read from the fitted curve at half-maximal effect; 0% is about no effect
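Fluorescence polarization binding of Tsg101 binding domain (10 uM final) to FITC-labeled PTAP-motif peptide (50 nM final) in HEPES pH 7.5/NaCl/Tween 20/EDTA/TCEP buffer; 20 min at r.t. Actives by curve class, <25 µM, efficacy <60% inhibition.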
FH mod = Identification of activators of human fumarate hydratase by quantitative high-throughput screening | FH coupled MDH/diaphorase resazurin fluorescence, 15 min | 54,000 compounds, 0.22% hits | Potency, µM (top dose mostly 79.9 µM), for the others: at the top dose activity change, negative = inhibition, actives largely listed as inhibitors; also: potency is read from the fitted curve at half-maximal effect; % is scaled to controls: 0 for no effect and ±100 for the full control effect; the screen sought activators but most active calls are inhibition curves; nearly all actives have a fitted effect of over 45% in size
p53null 32C kill = qHTS Screen for Compounds that Selectively Target Cancer Cells with p53 Mutations: Cytotoxicity of p53 Null Cells at the Permissive Temperature; H1299-neo p53 null cells, ATP luminescence, 24 h, 32C; Potency, µM (doses to about 46.1 µM), for inactives: top-dose activity change, negative = cytotoxicity, most hits filed as cytotoxic; 55,000 compounds, 0.62% hits; AID 903, 2007;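 also: potency is read from the fitted curve at half-maximal effect; 0% = DMSO only and -100% = full killing by 100 µM tamoxifen; nearly all actives have a fitted effect of over 55% in size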
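Cytotoxicity: H1299-neo (no p53), 32C, 24 h treatment. Concentrations up to 46 uM. Readout cellular ATP, luminescence. Normalization to DMSO basal and tamoxifen 100 uM maximal kill.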
The depositor's hits bear a star; ? = inconclusive; · = no result given. Calls follow the shape of the dose curve; as a rule, active = well fitted curve in the direction sought with a large enough effect; inconclusive = small, poorly fitted or top-dose-only effect, or another doubt; inactive = no such curve, though single readings can be large; an effect the other way counts as inactive or inconclusive. A portion of the library. The share of hits here may be higher or lower than overall.

1) Cc1ccccc1OCCCn1c(-c2ccc(Cl)cc2)nc2ccccc2c1=O
2) CCc1ccccc1NC(=O)Cn1c(=O)n(Cc2ccc(OC)cc2)c(=O)c2oc3ccccc3c21
3) COc1ccccc1N1CCN(S(=O)(=O)CCNC(=O)C2CC(=O)N(c3ccccc3)C2)CC1 (configuration not stated)
4) Cc1ccccc1CSc1nc2c([nH]c3ccccc32)c(=O)n1-c1ccccc1
5) CSc1cccc(NC(=O)c2cccc(N3CCCS3(=O)=O)c2)c1
6) CCN(CC)c1ccc(NC(=O)Cn2nc(C)n3cccc3c2=O)c(C)c1
7) Cc1ccccc1Nc1cc(C(=O)NCCCN2CCN(c3cccc(Cl)c3)CC2)c2ccccc2n1
8) Cc1ccc(CS(=O)(=O)c2cn(CC(=O)N(C)c3ccccc3)c3ccccc23)cc1

entry no.	1	2	3	4	5	6	7	8
NTMT1 inh	·	-1%	8%	12%	-3%	?	8%	5%
GALK inhibitor	0%	0%	2%	2%	-3%	2%	2%	0%
B2AR arrestin ag	1%	-1%	-1%	0%	0%	-4%	-1%	-1%
p53null 39C kill	16%	-17%	-1%	20%	-15%	-5%	12%	-18%
PTAP-TSG101 blk	-3%	-3%	-3%	5%	-4%	2%	-1%	-5%
FH mod	·	-1%	13%	3%	-6%	-14%	-22%	-3%
p53null 32C kill	9%	-3%	4%	4%	-14%	-9%	5%	-10%

9) CCCOc1ccc(NC(=O)CC2C(=O)N(c3ccccc3)C(=O)N2Cc2ccc(F)cc2)cc1 (configuration not stated)
10) COC(=O)c1ccc2c(=O)n3nc(Nc4cc(OC)ccc4OC)sc3nc2c1
11) Cc1ccc(CN2CCSc3ccc(C(=O)N4CCN(c5ccccc5)CC4)cc32)cc1
12) Cc1cc(-c2ccc(C)c(S(=O)(=O)N(C)c3ccc(C)c(C)c3)c2)on1
13) COC(=O)c1ccccc1NC(=O)Cn1ncc2c(C)n(Cc3ccc(F)cc3)c(C)c2c1=O
14) COc1ccc(-c2nc3c(c(SCC(=O)N(C)c4ccccc4)n2)Cc2cc(C)ccc2O3)cc1
15) COc1ccc(N2CCN(C(=O)C(CC(C)C)NS(=O)(=O)c3ccc4nc(C)sc4c3)CC2)cc1 (configuration not stated)
16) Nc1c(-c2nc(-c3ccccc3)no2)nnn1CC(=O)Nc1cccc(F)c1

entry no.	9	10	11	12	13	14	15	16
NTMT1 inh	·	0%	-1%	13%	-18%	4%	-4%	?
GALK inhibitor	0%	6%	7%	1%	7%	8%	-2%	3%
B2AR arrestin ag	0%	-1%	1%	-1%	1%	0%	1%	0%
p53null 39C kill	1%	14%	12%	?	-14%	-22%	-12%	-4%
PTAP-TSG101 blk	-1%	-2%	0%	-1%	-3%	-4%	-5%	5%
FH mod	·	-22%	-26%	-18%	-18%	-6%	2%	-11%
p53null 32C kill	-1%	3%	?	6%	4%	-5%	1%	-1%

17) CNC(=O)c1ccc2c(c1)N(Cc1cc(C)ccc1C)C(=O)c1ccccc1S2
18) Cc1ccc(NC(=O)Cn2nnc3sc4c(c3c2=O)CCCC4)c(C)c1
19) O=C(CSc1nc(=O)[nH]c2c1CCC2)NCc1ccccc1Cl
20) CCN(C(=O)c1cc2c(s1)-c1c(C)cccc1OC2)c1cc(C)ccc1C
21) CC(C)CNC(=O)Nc1cc(C(=O)NCc2ccc(C(C)C)cc2)ccc1N1CCCC1
22) O=C1CC(c2ccc(Cl)cc2)Sc2nc(-c3ccc(F)cc3)nn21 (configuration not stated)
23) CS(=O)(=O)c1ncc(Cl)c(C(=O)Nc2c(C(=O)Nc3ccccc3)oc3ccccc23)n1
24) Cc1ccc(C)c(N2CCN(c3nc4ccc(C(=O)c5ccccc5)cc4n4cnnc34)CC2)c1

entry no.	17	18	19	20	21	22	23	24
NTMT1 inh	-1%	23%	?	5%	2%	2%	8%	20%
GALK inhibitor	2%	7%	-4%	-3%	-4%	-16%	0%	-9%
B2AR arrestin ag	?	-1%	0%	1%	1%	-2%	0%	0%
p53null 39C kill	7%	-4%	16%	22%	-10%	2%	-4%	6%
PTAP-TSG101 blk	9%	3%	-2%	-1%	1%	-1%	1%	4%
FH mod	?	-14%	8%	?	-21%	-10%	-4%	-12%
p53null 32C kill	-5%	-5%	4%	15%	4%	-3%	-3%	5%

25) CC(C)c1ccc(-c2noc(SCC(=O)N3CCCCC3)n2)cc1
26) CCOc1ccccc1CNC(=O)C1CCN(S(=O)(=O)c2c(C)noc2/C=C/c2ccc(C)cc2)CC1
27) COc1ccc(Nc2cc(C(=O)NCCCN(C)C3CCCCC3)c3ccccc3n2)c(OC)c1
28) Cc1ccc(NC(=O)CCn2c(=O)c3cccn3c3ccccc32)cc1Cl

entry no.	25	26	27	28
NTMT1 inh	4%	0%	-9%	-4%
GALK inhibitor	1%	1%	6%	-11%
B2AR arrestin ag	0%	-1%	0%	0%
p53null 39C kill	?	4%	?	6%
PTAP-TSG101 blk	0%	-1%	0%	-8%
FH mod	-15%	3%	-4%	?
p53null 32C kill	13µM*	0%	-10%	8%

Entries above that contain an aryl methoxy group (six):
2) CCc1ccccc1NC(=O)Cn1c(=O)n(Cc2ccc(OC)cc2)c(=O)c2oc3ccccc3c21
3) COc1ccccc1N1CCN(S(=O)(=O)CCNC(=O)C2CC(=O)N(c3ccccc3)C2)CC1 (configuration not stated)
10) COC(=O)c1ccc2c(=O)n3nc(Nc4cc(OC)ccc4OC)sc3nc2c1
14) COc1ccc(-c2nc3c(c(SCC(=O)N(C)c4ccccc4)n2)Cc2cc(C)ccc2O3)cc1
15) COc1ccc(N2CCN(C(=O)C(CC(C)C)NS(=O)(=O)c3ccc4nc(C)sc4c3)CC2)cc1 (configuration not stated)
27) COc1ccc(Nc2cc(C(=O)NCCCN(C)C3CCCCC3)c3ccccc3n2)c(OC)c1

entry no.	2	3	10	14	15	27
NTMT1 inh	-1%	8%	0%	4%	-4%	-9%
GALK inhibitor	0%	2%	6%	8%	-2%	6%
B2AR arrestin ag	-1%	-1%	-1%	0%	1%	0%
p53null 39C kill	-17%	-1%	14%	-22%	-12%	?
PTAP-TSG101 blk	-3%	-3%	-2%	-4%	-5%	0%
FH mod	-1%	13%	-22%	-6%	2%	-4%
p53null 32C kill	-3%	4%	3%	-5%	1%	-10%

Look-ups from the list:
`CC(C)c1ccc(-c2noc(SCC(=O)N3CCCCC3)n2)cc1` in p53null 32C kill has 13µM*
`Cc1ccc(NC(=O)CCn2c(=O)c3cccn3c3ccccc32)cc1Cl` in p53null 39C kill has 6%
